# HCV inh – HCV inhibition. Huh7.5.1 HCVcc-Cre infection, luciferase reporter, 44 h. Potency, µM (titrated, usually from 41.8 µM), for the others: at the highest dose activity change, negative = inhibition, actives largely listed as inhibitors. 340,000 compounds, 3.4% hits; further: potency means the concentration at half of the fitted maximal effect
#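 After 44 h co-culture of compound, cells and HCVcc-Cre (~0.5 moi), substrate is added for 15 min at room temperature and luciferase measured over 15 sec. Cells were seeded at 1,000/well and pre-cultured 4 h.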
# HCMV inh – inhibitors of human cytomegalovirus; HFF cells, HCMV-luciferase reporter, 72 h; active compounds read low; activity change, negative = inhibition, % at 57.5 µM; 410,000 compounds, 4.5% hits; in the data active means activity change below about -60%; inconclusive means no clear call, values can overlap the other calls; inactive means above about -39%
#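 After 16 h attachment at 37C, HFF cells received test compound and HCMV-luciferase (1 PFU/cell); reporter luminescence read 72 h later, data normalized against buffer-only and known inhibitor Salinomycin.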
# AmpC inh no detg – inhibitors of E. coli AmpC beta-lactamase without detergent; 330,000 compounds, 0.52% hits; AmpC nitrocefin hydrolysis, absorbance 480 nm, 0.0001% Triton; Potency, µM (highest dose often 57.1 µM), inactives show at the top dose activity change, negative = inhibition, actives largely listed as inhibitors; P00811;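 further: potency means the concentration at half of the fitted maximal effect; plate controls were no compound for no effect and no enzyme for full effect; nearly all actives have a fitted effect of over 20% in size; some results filed as inactive show a strong effect at the top dose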
# Target sequence (P00811 whole entry, looked up): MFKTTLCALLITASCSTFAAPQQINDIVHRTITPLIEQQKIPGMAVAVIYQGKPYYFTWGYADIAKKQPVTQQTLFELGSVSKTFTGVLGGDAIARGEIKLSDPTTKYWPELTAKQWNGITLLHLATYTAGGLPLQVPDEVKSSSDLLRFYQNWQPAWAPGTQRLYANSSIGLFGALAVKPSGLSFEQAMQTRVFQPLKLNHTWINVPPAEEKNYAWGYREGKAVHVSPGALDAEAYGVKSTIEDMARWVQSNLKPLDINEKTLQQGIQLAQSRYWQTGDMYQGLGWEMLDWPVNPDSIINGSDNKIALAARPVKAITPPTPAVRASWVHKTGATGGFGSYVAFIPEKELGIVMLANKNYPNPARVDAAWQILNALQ
#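 AmpC (5.3 nM in the dispensed reagent) in 20 mM phosphate pH 7.0 with 0.01% (detergent screen) or 0.0001% Triton X-100 was preincubated with compounds for 15 min at room temperature. Nitrocefin was then added from an 800 uM solution, and hydrolysis was followed at 480 nm.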
# AmpC detergent – inhibitors of E. coli AmpC beta-lactamase with detergent | P00811 | AmpC hydrolysis of nitrocefin, absorbance 480 nm, 0.01% Triton | Potency, µM (highest dose often 114 µM), for inactives: at the highest dose activity change, negative = inhibition, hits mostly inhibitors | 370,000 compounds, 0.041% hits;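 further: potency means the concentration at half of the fitted maximal effect; 0% = no-compound wells and -100% = no-enzyme wells; nearly all actives have a fitted effect of over 25% in size; some results filed as inactive show a strong effect at the top dose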
#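 20 mM phosphate pH 7.0 + 0.01% (detergent screen) or 0.0001% Triton X-100; 5.3 nM AmpC reagent; cpd preinc 15 min RT; nitrocefin (800 uM stock) to start; A480 q20 s × 4 min; Activity was normalised to no-enzyme and no-compound control wells.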
# FBPA Giardia inh – Giardia lamblia aldolase inhibition | 290,000 compounds, 0.71% hits | A8B2U2 | AID 2451 | Potency, µM (doses to about 59.6 µM), without a hit: top-dose activity, negative = inhibition, hits mostly inhibitors | purified Giardia FBPA; further: potency means the concentration at half of the fitted maximal effect; nearly all actives have a fitted effect of over 55% in size
# Target sequence (A8B2U2 whole entry, looked up): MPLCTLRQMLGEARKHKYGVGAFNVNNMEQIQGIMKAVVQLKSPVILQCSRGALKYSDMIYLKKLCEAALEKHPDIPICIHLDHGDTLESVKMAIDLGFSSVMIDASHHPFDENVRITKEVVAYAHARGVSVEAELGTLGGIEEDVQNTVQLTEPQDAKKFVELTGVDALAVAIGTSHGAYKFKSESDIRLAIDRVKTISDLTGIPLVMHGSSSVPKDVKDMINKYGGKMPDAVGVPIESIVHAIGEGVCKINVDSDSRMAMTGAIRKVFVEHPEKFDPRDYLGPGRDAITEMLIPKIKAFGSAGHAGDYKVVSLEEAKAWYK
#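 40 nM FBPA preincubated 10 min at RT with compound (up to 57.5 uM final), then substrate plus GAPDH/TPI/NAD/arsenate coupling and diaphorase/resazurin added. Fluorescence read after 20 min at RT, 525/598 nm.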
# Sm TGR inh – inhibitors of Schistosoma mansoni thioredoxin glutathione reductase; purified TGR, DTNB reduction, TNB absorbance 405 nm; Potency, µM (top dose mostly 114 µM), without a hit: at the highest dose activity change, negative = inhibition, usual class: inhibitors; 360,000 compounds, 3% hits; further: potency means the concentration at half of the fitted maximal effect; nearly all actives have a fitted effect of over 60% in size
#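 Kinetic colorimetric format: TGR-catalysed, NADPH-driven DTNB reduction monitored via TNB absorbance. Enzyme dispensed at 20 nM; compound exposure 15 min at room temperature before reaction start.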
# Starred values were filed as active, the others as inactive; ? = inconclusive; . = no result given; & = joins results of further samples; [ ] = dose if it differs, or a comment. Unless noted, the call rests on the fitted dose curve; in most records, active means well fitted curve in the direction sought with a large enough effect; inconclusive means small, poorly fitted or top-dose-only effect, or another doubt; inactive means no such curve, though single readings can be large; an effect the other way counts as inactive or inconclusive. Unless noted, on the % scale 0 is the no-effect control and ±100 the full control effect.
# Field names: A = HCV inh; B = HCMV inh; C = AmpC inh no detg; D = AmpC detergent; E = FBPA Giardia inh; F = Sm TGR inh
O=C(CCNC(=O)c1ccccc1Cl)NCc1cccnc1
  A: 7%; B: -32; C: -20%; D: ?; E: .; F: 6%
Cc1cc(C)c2c(CN3CCN(Cc4ccccc4)CC3)cc(=O)oc2c1C
  A: -26%; B: -22; C: 137%[activator]; D: -2%; E: -6%; F: -12%
O=C(NNC(=O)c1ccco1)c1cccc([N+](=O)[O-])c1
  A: 21%; B: 68; C: -24%; D: ?; E: -1%; F: 10%
Cc1ccc(/C=N/NC(=O)CSc2nc3ccccc3s2)o1
  A: 35%[activator]; B: ?; C: -52%; D: -15%; E: -26%; F: -22%
CCOC(=O)[C@@H]1[C@H]2COc3ccccc3[C@@H]2N2C(=O)N(c3ccc(Cl)cc3)C(=O)[C@@]12C
  A: -19%[8.37 µM]; B: 21; C: 9%; D: -14%; E: 5%; F: 10%
N#Cc1c(NC(=O)CSc2n[nH]c(N)n2)oc(-c2ccccc2)c1-c1ccccc1
  A: -2%; B: 1; C: -44%; D: -7%; E: 9%; F: 0%
COc1ccc(NC(=O)CN2CCN(c3ccc(C)cc3C)CC2)cc1
  A: ?; B: -13; C: 40%[activator]; D: ?; E: -4%; F: 1%
Cc1csc(/C(=N\O)c2csc(C)n2)n1
  A: 17%; B: -11; C: -12%; D: -10%; E: 0%; F: -5%
CC1(C)Cc2ccccc2-c2nc3n(c(=O)c21)CCCS3
  A: -1%; B: -36; C: 0%; D: 2%; E: -1%; F: .
O=C(COC(=O)c1cccc(S(=O)(=O)N2CCc3ccccc32)c1)Nc1ncc(C(F)(F)F)cc1Cl
  A: 3%; B: 73; C: -18%; D: -10%; E: 0%; F: -7%
COc1ccc(CN(C)C(=O)C2CSC3(C)CCC(=O)N23)cc1 (centres undefined)
  A: 15%; B: -39; C: -12%; D: -14%; E: .; F: 0%
O=C1C(Cc2c[nH]c3ccccc23)NC(=S)N1Cc1ccccc1 (centres undefined)
  A: 7%; B: 50; C: ?; D: -14%; E: -7%; F: -6%
CCOc1ccccc1N1CC(C(=O)NC2CCCCCC2)CC1=O (centres undefined)
  A: ?; B: 10; C: -6%; D: .; E: .; F: .
N#CCCn1cc(C(=O)NCc2ccccc2)c(-c2ccccc2)n1
  A: 15%; B: -23; C: 2%; D: -7%; E: ?; F: .
O=C(Nc1ccc(Cl)c(S(=O)(=O)N2CCCCC2)c1)C1=COCCO1
  A: ?; B: -33; C: -17%; D: -16%; E: .; F: -11%
COc1ccc(OC)c(CNS(=O)(=O)c2c(C(=O)N3CCCCCC3)c(C)n(C)c2C)c1
  A: .; B: 9; C: .; D: 23%; E: .; F: -3%
Cc1ccc(NS(=O)(=O)c2ccc3nc(-c4ccccc4)[nH]c3c2)cc1Cl
  A: .; B: -10; C: .; D: 0%; E: .; F: -6%
CCCN(CCC)CCCNC(=O)c1cn(C)c2ccc(S(=O)(=O)N(C)C3CCCCC3)cc2c1=O
  A: 8%; B: ?; C: -14%; D: -10%; E: 5%; F: 4%
COc1ccc(C2/C=C\CN(CC3CC3)CC(=O)N2Cc2ccc(F)cc2)cc1 (centres undefined)
  A: 21%; B: -8; C: 56%; D: 3%; E: 5%; F: -31%
O=C(N/N=C/c1cn(-c2ccccc2)nc1-c1cccs1)c1ccc(Cl)cc1
  A: ?; B: -11; C: -39%; D: -3%; E: 11%; F: 1%
CC(=O)O[C@H]1C(=O)[C@@]2(C)C([C@H](OC(=O)c3ccccc3)[C@]3(O)C[C@H](O)C(C)=C1C3(C)C)[C@]1(OC(C)=O)CO[C@@H]1C[C@H]2O (some centres undefined)
  A: ?; B: 17; C: 25%; D: ?; E: -10%; F: -15%
CC1CC(C)CN(c2ccc(-n3cnnn3)cc2[N+](=O)[O-])C1 (centres undefined)
  A: 3%; B: -39; C: -3%; D: 3%; E: 0%; F: -1%
COC(=O)COc1cc(OCC(=O)OC)c2c(-c3ccccc3)cc(=O)oc2c1
  A: 1%; B: -22; C: 33%; D: 2%; E: 3%; F: 1%
Cc1ccc(C(=O)N/N=C/c2nc3ccccc3n2C)cc1
  A: ?; B: -66*; C: -3%; D: 3%; E: 4%; F: -4%
O=C(NCc1ccccc1)c1cccc(COc2ccc(Cl)cc2)c1
  A: ?; B: 91; C: 0%; D: -2%; E: -1%; F: 6%
COC(=O)CNC(=O)c1cccs1
  A: 7%; B: 5; C: .; D: 0%; E: -8%; F: -23%
COCCn1c(=O)c2c(nc3n2CCCN3Cc2ccccc2)n(C)c1=O
  A: 3%; B: -23; C: 42%; D: -3%; E: 11%; F: 42%[activator]
O=C(Nc1ccc(S(=O)(=O)N2CCCC2)cc1)C1CC(=O)N(c2ccccc2)C1 (centres undefined)
  A: -9%; B: -27; C: -12%; D: 0%; E: 1%; F: -1%
COc1ccc(-c2noc(C3CCCN(C(=O)c4c(F)cccc4F)C3)n2)cc1OC (centres undefined)
  A: -12%; B: 69; C: 67%[activator]; D: 0%; E: -4%; F: -2%
N#C/C(=C(/O)COC(=O)Cc1c[nH]c2ccccc12)c1nc2ccccc2[nH]1
  A: ?; B: 1; C: -28%; D: -2%; E: -26%; F: 0%
Cc1cc2c(cc1S(=O)(=O)N1CCN(c3cccc(C(F)(F)F)c3)CC1)OCC(=O)N2
  A: -27%; B: -1; C: -25%; D: -6%; E: .; F: -6%
CCC(C)NC(=O)Nc1ccc2c(c1)N(C)C(=O)c1ccccc1S2 (centres undefined)
  A: -16%; B: 0; C: -12%; D: ?; E: 2%; F: 5%
COc1ccc(NC(=O)CN(C)C(=O)C(Sc2ccccc2)c2ccccc2)cc1 (centres undefined)
  A: ?; B: -72*; C: -20%; D: -1%; E: .; F: -1%
CCN(CC)C(=O)c1ccc(NC(=O)Cn2nc(-c3ccc(C)cc3)c3ccccc3c2=O)cc1
  A: .; B: 6; C: .; D: 8%; E: .; F: 9%
COC(=O)c1ccc(CN=C(NS(=O)(=O)c2ccccc2)c2ccccc2)cc1
  A: -22%; B: 7; C: -22%; D: .; E: .; F: .
O=C(COC(=O)c1cccnc1Cl)Nc1nc(-c2ccccc2)cs1
  A: 2%; B: 15; C: -37%; D: 2%; E: ?; F: 2%
CN1CCN(c2ccc(S(=O)(=O)N3CCCCC3)cc2N)CC1
  A: -2%; B: 16; C: -13%; D: 3%; E: .; F: -27%
CC1(C)CC2CC(C)(CN2C(=O)C23CCC(C)(C(=O)C2)C3(C)C)C1 (centres undefined)
  A: -10%; B: -7; C: 17%; D: 6%; E: 3%; F: 8%
Cc1ccc(C(=O)NCc2ccco2)cc1S(=O)(=O)Nc1cccc(C)c1C
  A: ?; B: 0; C: -38%; D: -6%; E: 2%; F: -21%
CC(=O)Nc1nc2cc3c(cc2s1)OCCO3
  A: ?; B: 81; C: -24%; D: ?; E: -4%; F: -9%
CCOc1ccccc1NC(=O)c1cc(C(=O)Nc2ccccc2OCC)cc(N2C(=O)CCC2=O)c1
  A: 2%; B: 5; C: 101%[activator]; D: -11%; E: 1%; F: .
COc1cc(C(=S)NCc2ccccc2)cc(Br)c1O
  A: -13%; B: -22; C: -20%; D: 2%; E: 1%; F: -17%
O=S(=O)(c1ccc(F)cc1)c1nc(-c2ccccc2)oc1N1CCOCC1
  A: .; B: 15; C: -7%; D: ?; E: -4%; F: ?
Cn1c(C(=O)NCc2cccs2)cc2oc3ccccc3c21
  A: ?; B: -80*; C: 17%; D: ?; E: 14%; F: 8%
COc1ccc(NC(=O)CC2C(=O)NC3CCCCC3N2C(=O)c2ccc(F)cc2)cc1 (centres undefined)
  A: -11%; B: 7; C: -16%; D: -7%; E: 3%; F: 5%
CNC(=O)CSc1nc2ccccc2c(=O)n1C1CCCCC1
  A: 8%; B: 151; C: 20%; D: 2%; E: 2%; F: 0%
O=C(c1ccccc1F)N(NC(=O)C(O)(c1ccccc1)c1ccccc1)c1ccccc1
  A: -7%; B: ?; C: -30%; D: -2%; E: 0%; F: -10%
CCNC(=S)N/N=C/c1ccc(-c2ccccc2)o1
  A: ?; B: -11; C: -14%; D: -3%; E: 3%; F: -9%
COc1ccc(Sc2ccc(/C=C3\C(=O)NN(c4ccccc4)C3=O)o2)cc1
  A: -1%; B: -14; C: -46%; D: ?; E: 3%; F: -26%
Cc1c(NC(=O)c2cc(-c3ccc(Cl)cc3)on2)c(=O)n(-c2ccccc2)n1C
  A: 1%; B: -23&-18; C: -9%; D: -12%&-4%; E: 5%; F: -2%&-3%

# (next part)
# Field names: A = HCV inh; B = HCMV inh; C = AmpC inh no detg; D = AmpC detergent; E = FBPA Giardia inh; F = Sm TGR inh
CCOc1ccc(NC(=O)C2CCC(CNS(=O)(=O)c3ccc4c(c3)CCCC(=O)N4)CC2)cc1 (centres undefined)
  A: .; B: -10; C: .; D: 1%; E: .; F: -1%
Cn1c(CNC(=O)c2ccco2)nnc1SCC(=O)c1ccc(F)cc1
  A: 2%; B: 48; C: -8%; D: 4%; E: .; F: 10µM*
Cc1cc(NC(=O)CCN2CCC(C)CC2)ccc1Br
  A: ?; B: 30; C: 3%; D: -10%; E: ?; F: -16%
COc1ccccc1/C=N/NC(=O)c1csc(C)c1C
  A: -17%; B: 82; C: -45%; D: ?; E: -1%; F: 1%
COc1ccccc1NS(=O)(=O)c1cc(NC(=O)c2cc(=O)[nH]c3ccccc23)ccc1N1CCOCC1
  A: 25µM*; B: 22; C: 61%[activator]; D: 13%; E: -16%; F: 3%
O=C(Cc1ccccc1)Nc1ccc(NC(=O)c2ccco2)cc1
  A: -10%; B: -25; C: -7%; D: -3%; E: -4%; F: 0%
CCc1ccc(CNCCc2c[nH]c3ccccc23)cc1
  A: -3%; B: 4; C: -19%; D: 3%; E: -21%; F: -21%
O=C(CSC1=NS(=O)(=O)c2cc(F)ccc2N1)NCCc1ccccc1
  A: 0%; B: -14; C: -18%; D: ?; E: .; F: 4%
Cc1snc(SCC(=O)c2ccc(Cl)cc2)c1C#N
  A: -19%; B: 40; C: -50%; D: ?; E: -5%; F: 3%
CCNC(=S)N1CCN(CCN2C(=O)c3cccc4cccc(c34)C2=O)CC1
  A: -7%; B: -1; C: -3%; D: -2%; E: 13%; F: 4%
Cc1cc(NC(=O)c2ccccc2)ncc1NC(=O)c1ccco1
  A: -2%; B: 171; C: -3%; D: -1%; E: ?; F: 22µM*
CCSC1=N/C(=C\c2ccc(OC)cc2)C(=O)N1
  A: ?; B: 48; C: -27%; D: -3%; E: -28%; F: -3%
O=C(CCN1C(=O)/C(=C/c2cccs2)SC1=S)N1CCCCC1
  A: -29%; B: -40; C: -15%; D: 0%; E: -1%; F: -9%

# A draw from above in order of SMILES length, low to high.
# Field names: A = HCV inh; B = HCMV inh; C = AmpC inh no detg; D = AmpC detergent; E = FBPA Giardia inh; F = Sm TGR inh
O=C(CCN1C(=O)/C(=C/c2cccs2)SC1=S)N1CCCCC1
  A: -29%; B: -40; C: -15%; D: 0%; E: -1%; F: -9%
O=C(CSC1=NS(=O)(=O)c2cc(F)ccc2N1)NCCc1ccccc1
  A: 0%; B: -14; C: -18%; D: ?; E: .; F: 4%
COc1ccccc1NS(=O)(=O)c1cc(NC(=O)c2cc(=O)[nH]c3ccccc23)ccc1N1CCOCC1
  A: 25µM*; B: 22; C: 61%[activator]; D: 13%; E: -16%; F: 3%

# From PubChem BioAssay
